EBV gp42 inh: Epstein-Barr virus gp42 inhibitors, primary screen, biochemical, uHTS, fluorescence polarization | Glycoprotein 42 (Epstein-Barr virus (strain AG876)), Q1HVG2 | Fluorescence polarization binding assay, mP read-out | inhibition, % (tested at 21.74 µM) | 220,000 compounds, 0.42% hits | AID 1085, 2008; in the data active = inhibition above about 50%
Target sequence (Q1HVG2 whole entry, looked up): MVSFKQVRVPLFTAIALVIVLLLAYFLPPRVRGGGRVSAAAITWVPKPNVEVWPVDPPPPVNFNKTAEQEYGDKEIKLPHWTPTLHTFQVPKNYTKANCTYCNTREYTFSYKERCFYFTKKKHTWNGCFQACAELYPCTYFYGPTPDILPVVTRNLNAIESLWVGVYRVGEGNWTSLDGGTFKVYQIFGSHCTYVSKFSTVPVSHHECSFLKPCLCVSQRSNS
Hck Nef HTS: inhibitors of Nef-activated human Hck kinase, primary screen, biochemical, Z-Lyte FRET, 384-well, Hck-YEEI | Recombinant Hck-YEEI plus Nef, Z-Lyte FRET kinase assay | inhibition, % at 20 µM | 220,000 compounds, 0.68% hits;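 active = Hck-Nef kinase inhibition above about 50%, limit read from the data; inactive = inhibition below that limit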;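 also: 0% = DMSO with Hck plus Nef and 100% = Hck alone without Nef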
p47phox inh: p47phox/p22phox peptide binding inhibitors, primary screen, biochemical, uHTS, NADPH oxidase regulatory subunit; Neutrophil cytosol factor 1 (Homo sapiens), P14598; fluorescence polarization, 2 h; inhibition, % at 24.7 µM; 220,000 compounds, 0.53% hits; AID 1274, 2008;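 active = inhibition above about 30%, limit read from the data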;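 also: 0% = p47phox with labelled peptide and 100% = labelled peptide alone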
L929 necroptosis: inhibitors of zVAD-triggered necroptosis, primary screen, L929 cells; viability rescue, % at 10 µM; 220,000 compounds, 0.38% hits; AID 1377, 2008; L929 zVAD necroptosis rescue, ATP luminescence, 24 h; with zVAD 60 µM;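 active = activation, scaled between plate controls, above about 75%, limit read from the data; inactive = activation under that limit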;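 also: 0% = zVAD with DMSO and 100% = DMSO alone without zVAD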
Tb hexokinase: Trypanosoma brucei hexokinase 1 inhibitors, primary screen, biochemical, G6PDH-coupled NADH absorbance, MLSCN library; hexokinase 1 [Trypanosoma brucei]; recombinant TbHK1, G6PDH-coupled NADH A340; inhibition, % at 10 µM; 220,000 compounds, 0.11% hits; AID 1430, 2008;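 active = inhibition of 50% or more in the single-dose primary screen; inactive = inhibition below 50%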
Runt-SMMHC FRET: inhibitors of RUNX1 Runt–CBFb-SMMHC binding, primary screen, biochemical, FRET, Cerulean-Runt, Venus-CBFb-SMMHC, uHTS | Runt-related transcription factor 1 (Homo sapiens) + Core-binding factor subunit beta … | Cerulean-Runt/Venus-CBFb-SMMHC FRET ratio 530/480, 1 h | inhibition, % at 20 µM | 220,000 compounds, 0.74% hits;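 active = mean inhibition across duplicate retests at 20 µM reaching about 50%, limit read from the data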;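 also: 0% = DMSO wells and 100% = wells with excess untagged CBFb-SMMHC; inhibitors lower the FRET ratio by blocking Runt binding to CBFb-SMMHC; some results filed as inactive read as strong as hits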
Runt-CBFb FRET: inhibitors of RUNX1 Runt–CBFb binding, primary screen, biochemical, FRET, Cerulean-Runt, Venus-CBFb, uHTS; Runt-related transcription factor 1 (Homo sapiens) + Core-binding factor subunit beta …; Cerulean-Runt/Venus-CBFb FRET ratio 530/480, 1 h; inhibition, % at 20 µM; 220,000 compounds, 0.46% hits; AID 1496, 2009;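 active = inhibition over about 50% at 20 µM in the single-dose screen, limit read from the data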;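 also: 0% = DMSO wells and 100% = excess unlabeled CBFb competitor control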
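Doses: 20 µM compound in 1% DMSO | Material: Cerulean-labeled Runt domain protein | Amount: Each fluorescent fusion protein 100 nM | Schedule: Two 1 h room-temperature incubations shielded from light | Measured by: FRET fluorescence | Evaluation: Loss of energy transfer signal | Controls: Unlabeled CBFb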
14-3-3 Bad inh: inhibitors of 14-3-3 zeta/Bad binding, primary screen, biochemical, TR-FRET, bovine 14-3-3 zeta | TR-FRET 14-3-3zeta/Dy647-pBad peptide displacement, 1 h | 220,000 compounds, 0.71% hits | 14-3-3 protein zeta/delta (Bos taurus), P63103 | inhibition, % at 21.7 µM;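 active = inhibition above about 70%, limit read from the data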;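 also: 0% = full 14-3-3 plus peptide FRET controls and 100% = background without 14-3-3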
Target sequence (P63103 whole entry, looked up): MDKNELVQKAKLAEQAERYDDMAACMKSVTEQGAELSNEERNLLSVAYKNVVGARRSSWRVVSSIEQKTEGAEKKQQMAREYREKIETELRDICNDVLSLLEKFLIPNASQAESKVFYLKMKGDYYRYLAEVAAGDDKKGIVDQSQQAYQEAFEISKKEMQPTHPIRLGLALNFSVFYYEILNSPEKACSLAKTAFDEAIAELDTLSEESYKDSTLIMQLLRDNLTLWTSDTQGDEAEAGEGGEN
Mdm2 ligase inh: MDM2-luciferase reporter signal enhancers, primary screen, MDM2 E3 ligase inhibitor project, cell-based, luminescence, 1536-well. E3 ubiquitin-protein ligase Mdm2 (Homo sapiens), Q00987. cell-based MDM2 ubiquitination luciferase reporter, 2 h; 0 = plate control, 100 = twice control, blank-subtracted. signal enhancement, % at 5 µM. 210,000 compounds, 0.11% hits. AID 1230, 2008;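 active = signal enhancement of 30% or more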;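 also: luminescence tracks abundance of the self-degrading MDM2-luciferase fusion protein; higher signal means inhibition of MDM2 E3 ligase activity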
Target sequence (Q00987 whole entry, looked up, the tested form may be a part): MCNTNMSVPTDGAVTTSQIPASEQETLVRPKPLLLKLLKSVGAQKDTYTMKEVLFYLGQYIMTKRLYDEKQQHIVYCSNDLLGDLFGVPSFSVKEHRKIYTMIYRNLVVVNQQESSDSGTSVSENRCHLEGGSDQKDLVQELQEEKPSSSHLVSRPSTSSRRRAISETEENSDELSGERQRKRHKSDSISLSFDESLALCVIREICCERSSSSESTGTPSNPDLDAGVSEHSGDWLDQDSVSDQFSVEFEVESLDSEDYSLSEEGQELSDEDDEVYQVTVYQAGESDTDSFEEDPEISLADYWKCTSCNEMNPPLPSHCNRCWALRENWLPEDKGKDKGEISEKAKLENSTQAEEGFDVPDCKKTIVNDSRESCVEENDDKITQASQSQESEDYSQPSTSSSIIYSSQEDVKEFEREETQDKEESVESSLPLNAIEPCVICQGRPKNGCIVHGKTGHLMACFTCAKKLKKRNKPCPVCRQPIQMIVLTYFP
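system = mammalian cells stably expressing self-ubiquitinating, self-degrading MDM2 E3–luciferase fusion | quantity = 2000 cells per well seeded | incubation = 4 h cell settling then 2 h compound exposure, 37 °C | signal = SteadyLite luminescence, 15 min reagent step | benchmarks = plate control and blank wells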
Active calls of the source: *; · = not tested or not shown; [ ] = remark or other dose. Random draw from the library, and some 3.2% of all compounds hit somewhere here.

The first four entries (preview)
SMILES	EBV gp42 inh	Hck Nef HTS	p47phox inh	L929 necroptosis	Tb hexokinase	Runt-SMMHC FRET	Runt-CBFb FRET	14-3-3 Bad inh	Mdm2 ligase inh
Cc1oc(-c2ccccc2F)nc1CS(=O)(=O)CC(=O)NCCCc1ccccc1	-14	2	-28	0.9	0	4	-4	4	-13
COc1cc(/C=N/NC(=O)c2ccc(C)nc2)cc([N+](=O)[O-])c1O	5	11	-7	0.8	-21	-3	4	-8	-14
Cc1nn(C)c(C)c1S(=O)(=O)N1CCCC(C(=O)NC2CCCCCC2)C1 (configuration not stated)	-10	-3	-4	0.8	12	4	-1	3[fluorescence artefact?]	-29
Cc1c(NC(=S)NC(=O)c2ccco2)cccc1-c1nc2ncccc2o1	-3	-6	9	3.8	0	-4	8	9	5

Main list (from the top)
SMILES	EBV gp42 inh	Hck Nef HTS	p47phox inh	L929 necroptosis	Tb hexokinase	Runt-SMMHC FRET	Runt-CBFb FRET	14-3-3 Bad inh	Mdm2 ligase inh
Cc1oc(-c2ccccc2F)nc1CS(=O)(=O)CC(=O)NCCCc1ccccc1	-14	2	-28	0.9	0	4	-4	4	-13
COc1cc(/C=N/NC(=O)c2ccc(C)nc2)cc([N+](=O)[O-])c1O	5	11	-7	0.8	-21	-3	4	-8	-14
Cc1nn(C)c(C)c1S(=O)(=O)N1CCCC(C(=O)NC2CCCCCC2)C1 (configuration not stated)	-10	-3	-4	0.8	12	4	-1	3[fluorescence artefact?]	-29
Cc1c(NC(=S)NC(=O)c2ccco2)cccc1-c1nc2ncccc2o1	-3	-6	9	3.8	0	-4	8	9	5
CC(C)(C)c1[nH]nc2c1C(c1ccccc1OC(=O)N1CCOCC1)C(C#N)=C(N)O2 (configuration not stated)	-8	-2	0	1.5	0	-7	-1	-10	-12
CCCNC(=S)N1CCCC(c2nc3ccccc3[nH]2)C1 (configuration not stated)	-15	24	-4	5.4	0	0	-1	-14	-22
CCSc1nnc(NC(=O)c2cccc(OCc3c(C)noc3C)c2)s1	-23	-5	-15	-0.2	-7	-4	-1	9	-5
Cc1cc(S(=O)(=O)Nc2cccnc2)c(C)s1	-4	-1	4	0.1	26	0	-1	1	4
COC(=O)N/N=C(\C)c1ccc(OC(F)F)cc1	-15	-30	2	-0.7	8	-1	1	6	-9
N=C1/C(=C/c2cccn2CCOc2ccccc2)C(=O)N=C2SC=C(c3ccccc3)N12	-36	2	-91	4.0	13	-148	-63	-14	-8
CC1CCN(C(=O)/C(=C\c2cccs2)NC(=O)c2ccccc2)CC1	0	25	-15	13	-8	·	·	-20	-23
CCCC(C)NC(=O)c1ccc(C2SCC(=O)N2Cc2ccco2)cc1 (configuration not stated)	-6	1	-14	0.5	-4	5	4	-7[fluorescence artefact?]	-27
COc1ccc(CCN2C(=O)c3cccc4c(C(=O)N5CCCCC5)ccc(c34)C2=O)cc1OC	-3	1	-5	0.1	-23	-5	-11	-7[fluorescence artefact?]	-21
Cc1cc(NC(=O)Cn2cc(C(F)(F)F)cc(Cl)c2=O)no1	-13	1	-13	1.0	4	1	·	-5[fluorescence artefact?]	1
CN(C)CCOC(=O)NC12CC3CC(CC(C3)C1)C2	-4	8	-1	0.2	-3	1	0	-1	-11

Already shown: 2 of the compounds above.
SMILES	EBV gp42 inh	Hck Nef HTS	p47phox inh	L929 necroptosis	Tb hexokinase	Runt-SMMHC FRET	Runt-CBFb FRET	14-3-3 Bad inh	Mdm2 ligase inh
Cc1oc(-c2ccccc2F)nc1CS(=O)(=O)CC(=O)NCCCc1ccccc1	-14	2	-28	0.9	0	4	-4	4	-13
COc1cc(/C=N/NC(=O)c2ccc(C)nc2)cc([N+](=O)[O-])c1O	5	11	-7	0.8	-21	-3	4	-8	-14

The list continues:
SMILES	EBV gp42 inh	Hck Nef HTS	p47phox inh	L929 necroptosis	Tb hexokinase	Runt-SMMHC FRET	Runt-CBFb FRET	14-3-3 Bad inh	Mdm2 ligase inh
O=C(COc1ccc(S(=O)(=O)N2CCCCC2)cc1)NCc1ccccn1	-17	1	-4	0.2	-9	1	-1	-2	-10
COc1ccc(OC)c(C2=Nn3c(nnc3-c3cc(C)[nH]n3)SC2)c1	-11	21	-10	0.0	-20	4	0	1	2
CCOC(=O)c1cc(C)nn1-c1nc(Cl)cc(OC)n1	-16	2	4	0.8	-1	0	-1	-11[fluorescence artefact?]	-21
CCN(Cc1ccccc1)C(=O)Cn1c(=O)n(-c2ccc(OC)cc2OC)c(=O)c2c(C)c(C)sc21	-10	17	-4	-0.7	1	0	-9	-14	5
Cc1ccsc1C(=O)NNC(=O)Nc1ccc(Cl)c(Cl)c1	2	0	-21	0.7	1	6	-3	-2	-5
CC(C)(C)NC(=O)Cn1c(=O)c(=O)n(Cc2ccccc2)c2ccc(Cl)cc21	-16	3	-5	0.6	29	-1	-5	-25	16
CC1(C)CC(=O)C(C=Nc2cccnc2/N=C/C2=C(O)CC(C)(C)CC2=O)=C(O)C1	6	3	-5	-1.5	-2	86	-29	-11	-12
Cc1ccc(C)c(C(=O)CN2C(=O)NC3(CCC(C)CC3)C2=O)c1 (configuration not stated)	-16	0	-9	1.0	6	-2	3	2	-8
Cc1ccc(C(=O)NNC(=O)CCn2nnc3ccccc32)cc1	-1	15	-4	4.2	2	-1	3	-10	-4
COC(=O)C1=CN(C)C=C(C(=O)OC)C1c1ccccc1Cl	-19	70*	0	1.1	1	83*	5	-2	-8
Clc1cccc(-c2csc(Nc3cccnc3)n2)c1	-9	-2	-16	2.4	-7	1	-3	-6	-5
CC(=O)c1cccc(NC(=O)Nc2cccs2)c1	-9	-7	-8	15	3	5	14	-11	-8
CSc1cc(-c2ccccc2)n(Cc2ccccc2Cl)c(=O)c1C#N	18	0	3	-0.1	-21	5	0	0	-3
CC(=O)N1CCN(c2cccc(C)c2C)CC1	-18	2	-16	-0.1	4	4	-1	2	-13
CCC(Oc1ccccc1)C(=O)Nc1nc2c(s1)C(=O)CC(C)(C)C2 (configuration not stated)	1	2	-1	0.0	-22	0	-2	-4	-11
CCOC(=O)c1c(C)noc1-c1ccc(Br)o1	10	3	-22	0.8	2	-4	-1	-11	-3
COc1ccc(-c2nc(-c3ccc(O)cc3O)cs2)cc1OC	-9	61*	-10	68	-16	-4	-1	-6	-17
COc1ccc(OC(C)C(=O)N2CCc3ccccc3C2)cc1 (configuration not stated)	-17	1	-3	0.2	2	-2	0	-13	2
CN1CCN(S(=O)(=O)c2ccc(NC(=O)COc3ccccc3Cl)cc2)CC1	-7	29	-6	1.8	-2	0	0	-4	5
COc1ccc(Cl)cc1NC(=S)Nc1ccccc1C	-17	18	-1	-0.8	0	-1	5	-5	-17
COc1ccc(NC(=O)C2CCN(S(=O)(=O)c3c(C)noc3C)CC2)cc1Cl	-3	-2	2	0.0	2	1	1	9	2
CCc1ccc(C2CC(=O)NC(SCC(=O)OC(C)C)=C2C#N)cc1 (configuration not stated)	-13	1	-1	2.7	-2	3	0	2	-7
CCOC(=O)c1nnsc1-c1ccc(-c2snnc2C(=O)OCC)cc1	-6	7	11	-0.4	-2	-1	-2	-2	-12
CC(=O)Nc1ccc(C2=NN(CC#N)C(=O)SC2)cc1	-13	0	-9	0.0	-7	-2	0	1	-10
Cc1ccc(C)n1CCN1CCN(C(=O)c2ccco2)CC1	-3	1	-5	0.2	-1	-2	-4	-4[fluorescence artefact?]	2
O=S(=O)(c1cccc(-c2nnc3n2CCCCC3)c1)N1CCCC1	-17	12	-2	-1.0	-3	0	-1	-2	-11
CCOC(=O)c1nnn(CC(=O)Nc2ccccc2OC)c1C(=O)OCC	-4	-2	0	-0.4	-2	1	1	-6	-7
CCOC(=O)Nc1ccc(S(=O)(=O)NC2CCCCC2)cc1	-9	7	-23	0.6	0	-2	0	-6	-16
CCOC(=O)N1CCN(C(=O)c2cc(C)no2)CC1	-17	-1	-17	1.0	2	1	1	0[fluorescence artefact?]	-4
NC(=O)COC(=O)CCCc1nc2ccccc2s1	-14	-2	1	-0.4	14	-1	0	-2	-6

4 entries from above, reformatted.
compound | EBV gp42 inh | Hck Nef HTS | p47phox inh | L929 necroptosis | Tb hexokinase | Runt-SMMHC FRET | Runt-CBFb FRET | 14-3-3 Bad inh | Mdm2 ligase inh
CCOC(=O)c1nnsc1-c1ccc(-c2snnc2C(=O)OCC)cc1 | -6 | 7 | 11 | -0.4 | -2 | -1 | -2 | -2 | -12
CCOC(=O)Nc1ccc(S(=O)(=O)NC2CCCCC2)cc1 | -9 | 7 | -23 | 0.6 | 0 | -2 | 0 | -6 | -16
CCOC(=O)c1c(C)noc1-c1ccc(Br)o1 | 10 | 3 | -22 | 0.8 | 2 | -4 | -1 | -11 | -3
CCOC(=O)c1nnn(CC(=O)Nc2ccccc2OC)c1C(=O)OCC | -4 | -2 | 0 | -0.4 | -2 | 1 | 1 | -6 | -7

More structures.
SMILES	EBV gp42 inh	Hck Nef HTS	p47phox inh	L929 necroptosis	Tb hexokinase	Runt-SMMHC FRET	Runt-CBFb FRET	14-3-3 Bad inh	Mdm2 ligase inh
CCCCOC(=O)Nc1nc(C)c(C(=O)OCC)s1	3	-9	-8	0.0	0	-2	-1	2	-1
O=C(/C(=N\O)n1cncn1)c1ccc(Br)cc1Br	-13	-10	-4	1.3	3	-8	1	2[fluorescence artefact?]	-17
CCOc1ccc(NC(=O)c2ccc(NC(=S)NC3CC3)cc2)cc1	6	22	-11	5.9	1	-1	6	-19	-21
O=C(c1cnn(C(=O)COc2ccccc2F)c1)c1cc(F)ccc1O	6	75*	-1	-0.3	-25	-1	4	-1	-4
COc1ccc(/C=C(\NC(=O)c2ccccc2)C(=O)OC[C@@H]2CCC[N+]3(C)CCCCC23)cc1OC (some centres not stated)	-15	-8	-1	1.2	-27	1	·	1	-6
CC(/C(O)=C(\C#N)c1nc2ccccc2n1C)N1C(=O)c2ccccc2C1=O (configuration not stated)	-17	1	4	0.2	-5	-3	-3	5	-3
CCOc1ccc(N/C(C)=C/C(=O)c2ccc3c(c2)OCCO3)cc1	-13	3	-4	2.8	-15	-6	-1	1	-12
CCN(CC)CCN(Cc1cc2cc(C)c(C)cc2[nH]c1=O)C(=S)NCc1ccco1	-28	20	-18	0.6	-10	-4	8	-16	-3
COc1ccc(CCNC(=O)CCCN2C(=O)c3ccccc3C2=O)cc1	2	-1	-10	2.4	-4	3	1	-10	-4
